Screens as filed in PubChem.
VLA-4 inh: inhibition in human VLA-4 binding assay, primary screen, VLA-4 allosteric modulator project, MLPCN library, flow cytometry, VLA-4 expressing cells | ligand binding flow cytometry | inhibition, % (about 7 µM as worked out from the volumes in the protocol) | actives 0.2% (n = 330,000); in the data active = inhibition above about 50%
CIT2 TOR yeast: modulators of CIT2-GFP expression in yeast, primary screen, S. cerevisiae, GFP fusion, multiplex flow cytometry, MLPCN library; S. cerevisiae CIT2-GFP strain, 3 h; 100 means same as DMSO wells; GFP response vs DMSO, % at 10 µM; actives 0.065% (n = 320,000); AID 2029, 2009;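 active = GFP response relative to DMSO above a set limit, near the screen mean plus 3 SD, cut at about 150% in these data; inconclusive = Fewer than 70 cells measured for a yeast strain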;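 also: ratio of well median GFP fluorescence to mean of DMSO wells on the plate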
RPL19A-GFP yeast: RPL19A-GFP expression modulators in yeast, primary screen, cell-based, S. cerevisiae, multiplex flow cytometry, MLPCN. S. cerevisiae RPL19A-GFP strain, 3 h; hits give low values. percent response vs DMSO, % at 10 µM. actives 0.3% (n = 330,000). AID 2025, 2009;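 active = percent response vs DMSO below 50%; inconclusive = fewer than 70 events counted for the yeast strain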;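 also: median channel GFP fluorescence of the barcoded RPL19A-GFP strain; ratio of sample median GFP to plate DMSO average so 100% = DMSO; lower means less RPL19A-GFP as with rapamycin TOR inhibition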
JMJD2C inh: inhibitors of GASC-1 histone demethylase, primary screen, biochemical, fluorescence, DELFIA europium | Lysine-specific demethylase 4C (Homo sapiens), Q9H3R0 | GST-JMJD2C(1-420) H3K9me3 demethylation | inhibition, % at 2.35 µM | actives 0.069% (n = 330,000) | AID 2099, 2009;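 active = more than half of a compound's replicate wells show inhibition beyond 50%, single wells judged on their own value; inconclusive = some, but no more than half, of replicates pass 50% inhibition; inactive = no replicate passes 50% inhibition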;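 also: signal counts dimethyl H3K9 product captured on neutravidin plate; 0% = median of DMSO wells and 100% = 0.3 times that DMSO median; strong numbers were not always called active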
AGP1 TOR yeast: modulators of AGP1-GFP expression in yeast TOR pathway, primary screen, cell-based, multiplex flow cytometry, S. cerevisiae, MLPCN library; 3 h; GFP as percent of DMSO wells; AID 2066, 2009; actives 0.02% (n = 320,000); GFP response vs DMSO, % at 10 µM;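 active = GFP response relative to DMSO above a set limit, near screen average plus 3 SD, cut at about 150% in these data; inconclusive = fewer than 70 cells counted for the yeast strain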;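 also: median GFP channel fluorescence of the gated AGP1 strain per well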
GRK2 inh: compounds blocking aptamer binding on GRK2 – biochemical, human GRK2, bead flow cytometry, HTS, primary screen; FAM-aptamer displacement from GRK2; AID 488847, 2010; inhibition of aptamer binding, % at 10 µM; Beta-adrenergic receptor kinase 1 (Homo sapiens), P25098; actives 0.59% (n = 330,000);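 active = inhibition of aptamer binding above 40%, roughly 3 SD of noise, on plates passing a quality check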;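 also: median bead fluorescence of bound FAM aptamer so fluorescent compounds give negative values; no value below 0 was filed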
Target sequence (P25098 whole entry, looked up): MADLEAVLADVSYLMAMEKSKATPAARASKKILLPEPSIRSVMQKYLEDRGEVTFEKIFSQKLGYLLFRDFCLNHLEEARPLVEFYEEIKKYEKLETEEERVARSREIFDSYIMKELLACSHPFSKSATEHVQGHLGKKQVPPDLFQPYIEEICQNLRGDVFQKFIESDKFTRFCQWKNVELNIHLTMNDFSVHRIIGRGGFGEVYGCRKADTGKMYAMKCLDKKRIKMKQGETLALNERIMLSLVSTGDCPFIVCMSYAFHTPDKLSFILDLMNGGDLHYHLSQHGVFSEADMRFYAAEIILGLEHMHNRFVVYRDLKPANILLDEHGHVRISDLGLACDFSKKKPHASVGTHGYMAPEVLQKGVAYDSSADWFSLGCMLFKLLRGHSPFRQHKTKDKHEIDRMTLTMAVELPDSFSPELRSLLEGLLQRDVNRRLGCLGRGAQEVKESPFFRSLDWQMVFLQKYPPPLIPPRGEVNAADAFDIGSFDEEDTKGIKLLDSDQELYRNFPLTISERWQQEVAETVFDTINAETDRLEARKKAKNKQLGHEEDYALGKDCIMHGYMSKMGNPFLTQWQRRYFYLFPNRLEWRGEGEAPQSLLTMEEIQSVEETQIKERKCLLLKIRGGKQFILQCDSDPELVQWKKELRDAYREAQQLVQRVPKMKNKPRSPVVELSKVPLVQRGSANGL
MEP2-GFP yeast: modulators of MEP2-GFP levels in yeast, primary screen, S. cerevisiae, multiplex flow cytometry, MLPCN library | S. cerevisiae MEP2-GFP strain, 3 h; 100% = DMSO control level | GFP response vs DMSO, % at 10 µM | actives 0.51% (n = 330,000) | AID 2016, 2009;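 active = GFP response versus DMSO above a set limit, roughly screen mean plus 3 SD, cut at about 180% in these data; inconclusive = fewer than 70 cells counted for a yeast strain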;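 also: median GFP fluorescence of the barcode-gated MEP2-GFP cells per well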
LAP4-GFP MLPCN: modulators of LAP4-GFP expression in yeast, primary screen, S. cerevisiae, multiplex flow cytometry, MLPCN library; actives 0.34% (n = 320,000); GFP response vs DMSO, % at 10 µM; 3 h; median GFP as percent of DMSO wells; AID 2023, 2009;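 active = GFP response vs DMSO above a set limit, about the screen mean plus 3 SD, cut at about 150% in these data; inconclusive = under 70 cell events counted for the yeast strain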
* marks the source's active call; other numbers are inactive results; ? = inconclusive; . = not tested or not shown. Compounds were not picked by outcome; overall some 1.7% were active at least once.

entry	VLA-4 inh	CIT2 TOR yeast	RPL19A-GFP yeast	JMJD2C inh	AGP1 TOR yeast	GRK2 inh	MEP2-GFP yeast	LAP4-GFP MLPCN	canonical_smiles
1	9	95	94	9	101	2	96	96	COc1ccc(-c2cnc[nH]2)cc1
2	-6	88	94	-8	81	1	99	94	CN(C)C=Nc1nc2ccccc2nc1N1CCCC1
3	0	102	101	3	103	1	119	111	O=CNc1ccc(OC(=O)c2cncc(Br)c2)cc1
4	7	96	96	-20	94	0	97	103	Cc1nc2c(C)cccn2c1C(=O)N/N=C/c1ccccc1[N+](=O)[O-]
5	1	95	111	-22	91	0	102	69	O=C(COc1ccc(Cl)cc1Cl)Nc1ccc(C(=O)Nc2ccccc2C(=O)O)cc1
6	10	103	102	4	100	0	100	107	Cc1ccc(C(=O)N/C(=C\c2ccco2)C(=O)N2CCCCC2)cc1
7	26	110	99	5	105	0	104	106	COc1ccc(NC(=O)CSC2CC(=O)N(c3ccc4c(c3)OCCO4)C2=O)cc1 (stereo not drawn)
8	-4	93	94	-5	89	0	103	78	CCOC(=O)c1cccc(NC(=O)CN(c2ccc(C)cc2)S(=O)(=O)c2c(C)noc2C)c1
9	2	97	100	16	101	0	93	101	COc1ccc(N(CC(=O)N/N=C/c2ccc(F)cc2)S(=O)(=O)c2ccccc2)cc1
10	1	100	100	-2	100	0	107	101	CCOC(=O)Cn1nc(/C=C/c2ccccc2)ccc1=O
11	-8	115	100	9	106	1	97	121	O=C(NCCc1ccc(Cl)cc1)C1CCN(C(=O)N2CCOc3ccccc32)CC1
12	-2	102	105	0	111	1	103	107	O=C(c1cccc(Cl)c1)N1CCCC(C(=O)N2CCCCCC2)C1 (stereo not drawn)
13	-4	92	96	-4	100	3	99	99	O=C(CSc1nnc(-c2cc3ccccc3cc2O)n1Cc1ccco1)N1CCc2ccccc2C1
14	-6	95	96	0	93	0	94	99	Cc1ccccc1-c1cc(-c2ccccc2O)on1
15	5	102	107	0	104	1	104	104	CC(C)C(=O)N1N=C2CCCCC2C1(O)C(F)(F)F (stereo not drawn)
16	18	104	104	-4	98	7	106	92	Cc1cccc(CSc2nc3c(c(=O)[nH]2)CCC3)c1
17	5	91	93	-1	96	0	92	91	O=C(CC1OC(=O)c2ccccc21)Nc1cccc(S(=O)(=O)N2CCCCCC2)c1 (stereo not drawn)
18	14	93	97	-10	97	0	102	98	CCC(C)c1ccc(O)c(NC(=O)c2cncc(Br)c2)c1 (stereo not drawn)
19	8	103	99	-23	96	0	96	90	COc1cc(C=O)ccc1OCc1c(C)noc1C
20	8	98	102	0	104	0	108	114	O=[N+]([O-])c1ccc(N2CCSCC2)cc1O
21	-4	94	96	13	100	0	91	107	CC1(C)Cc2nc(-c3ccccc3)nc(SCC(=O)N3CCCC3)c2CO1
22	-4	99	92	-35	101	1	98	97	CN(C)C(=O)c1ccc(-n2cccn2)nc1
23	11	88	92	5	82	0	92	99	CSc1ccccc1NC(=O)COc1ccccc1Cl
24	7	108	101	?	105	2	103	106	COCCN(CCOC)Cc1c(C)[nH]c2ccccc2c1=O
25	-2	87	97	5	99	0	93	107	C=C(C)c1cccc(C(C)(C)NC(=O)Nc2ccc(C(C)=O)cc2)c1
26	-2	96	102	3	111	1	104	108	CCOc1ncccc1C(=O)Nc1ccc(S(=O)(=O)Nc2nccs2)cc1
27	-1	98	92	8	92	0	95	90	CCOC(=O)c1cccc(NC(=O)CCCn2c(=O)c3cccn3c3cccnc32)c1
28	-1	98	100	9	99	0	99	101	COc1ccc(NC(=O)CN(C)CC(=O)NC2CCC(C)CC2)cc1 (stereo not drawn)
29	4	105	103	18	108	0	112	103	CCOc1ccc(/C=N/NC(=O)c2cc3c(OC)cccc3[nH]2)cc1
30	8	100	109	-24	99	0	96	109	O=C(c1ccc(OC2CCN(Cc3ccccn3)CC2)cc1)N1CCCCO1

Full records, looked up by structure. Screens in order: VLA-4 inh, CIT2 TOR yeast, RPL19A-GFP yeast, JMJD2C inh, AGP1 TOR yeast, GRK2 inh, MEP2-GFP yeast, LAP4-GFP MLPCN
O=C(NCCc1ccc(Cl)cc1)C1CCN(C(=O)N2CCOc3ccccc32)CC1 in the list: -8, 115, 100, 9, 106, 1, 97, 121
CCOC(=O)Cn1nc(/C=C/c2ccccc2)ccc1=O in the list: 1, 100, 100, -2, 100, 0, 107, 101
O=C(c1cccc(Cl)c1)N1CCCC(C(=O)N2CCCCCC2)C1 (stereo not drawn) in the list: -2, 102, 105, 0, 111, 1, 103, 107
COc1ccc(N(CC(=O)N/N=C/c2ccc(F)cc2)S(=O)(=O)c2ccccc2)cc1 in the list: 2, 97, 100, 16, 101, 0, 93, 101

Further structures:
entry	VLA-4 inh	CIT2 TOR yeast	RPL19A-GFP yeast	JMJD2C inh	AGP1 TOR yeast	GRK2 inh	MEP2-GFP yeast	LAP4-GFP MLPCN	canonical_smiles
31	-3	113	104	2	107	0	105	106	C=CCN1C(=O)c2ccccc2Sc2ccc(C(=O)N3CCN(C)CC3)cc21
32	-16	.	88	2	89	0	114	97	CN=c1scc(-c2ccccc2F)n1/N=C/c1ccc[nH]1
33	3	99	104	-13	98	0	110	101	COc1ccc(N2CC(C(=O)Nc3ccncc3)CC2=O)cc1 (stereo not drawn)
34	-8	104	100	2	102	0	108	103	COc1cc2nc(N(CCCN(C)C)C(=O)c3ccc(S(=O)(=O)N4CCc5ccccc54)cc3)sc2cc1OC
35	-7	95	88	5	96	0	92	.	CC(=O)N1CCN(c2ccc(NC(=O)c3ccc(Cl)c([N+](=O)[O-])c3)cc2)CC1
36	-7	111	105	8	104	3	103	109	CCN(CC(=O)Nc1cccc(F)c1)Cc1nc2ccccc2c(=O)[nH]1
37	3	109	103	0	106	3	104	104	CCn1nc(C)c(NC(=O)/C=C/c2cnn(C)c2)c1C
38	-1	106	100	-6	100	1	98	92	Cc1cc(C(=O)Nc2ccc(F)cc2F)on1
39	10	96	98	-9	90	0	110	91	O=C(O)c1cc(NS(=O)(=O)c2cccc3nsnc23)cc(C(=O)O)c1
40	7	107	110	-5	119	0	103	104	Cc1nnc(SCC(=O)Nc2ccccc2N2CCOCC2)s1
41	-15	113	103	4	106	0	111	98	Cc1cccc(OCC(=O)OCC(=O)Nc2ccc(Cl)cn2)c1
42	-8	98	96	3	100	0	101	106	CCOC(=O)C1CCN(C(=O)c2ccc(S(=O)(=O)Nc3ccccc3OC)cc2)CC1
43	-14	101	107	33	99	2	90	83	CC(=O)Nc1nnc(SCC(=O)c2ccc3c(c2)Cc2ccccc2-3)s1
44	17	99	102	1	116	0	102	114	Cc1cc(Cl)nc(-n2nc(C)cc2C)n1
45	5	106	103	-2	107	0	109	106	O=c1[nH]c(CN2CCN(c3ccccc3O)CC2)nc2ccccc12
46	24	111	106	3	100	0	111	97	OCCOCCNc1ncnc2c1cnn2-c1ccc(Cl)cc1
47	-8	85	93	-6	88	0	88	89	Cc1ccc(S(=O)(=O)N2CCN(C(=O)CCN3C(=O)c4ccccc4C3=O)CC2)cc1C
48	-10	106	103	7	109	3	103	100	CN1CCN(c2nc3c(c(=O)[nH]c(=O)n3C)n2CCCSc2ncccn2)CC1
49	-7	82	96	22	87	0	99	106	C#C[C@]1(O)CC[C@H]2[C@@H]3CCc4cc(OC)ccc4[C@H]3CC[C@@]21C
50	9	115	102	-6	100	2	107	82	O=C(Nc1ccc2c(c1)OCCO2)N1CCN(c2ccc(F)cc2)CC1
51	34	105	100	4	97	0	102	94	O=C(Nc1ccnc(-c2cccnc2)n1)c1ccc(F)cc1
52	-3	108	101	-4	99	3	106	102	O=[N+]([O-])c1ccc(N2CCN(c3ccc(O)cc3)CC2)cn1
53	4	95	99	26	89	1	100	93	Cc1oc2c(CN3CCC(C)CC3)c(O)ccc2c(=O)c1-c1ccccc1
54	4	91	96	-1	95	0	95	94	NS(=O)(=O)c1ccc(NC(=S)Nc2ccc(OCc3ccccc3)cc2)cc1
55	1	96	101	14	90	3	101	80	COc1ccc(C2N(c3ccccc3)C(=S)N3CCCN23)cc1 (stereo not drawn)
56	-2	101	102	-11	102	1	102	103	O=C1CN(C(=O)CSc2nnc3ccccn23)c2ccccc2N1

Given with one line to a screen: part of the list above
[28] COc1ccc(NC(=O)CN(C)CC(=O)NC2CCC(C)CC2)cc1 (stereo not drawn)
[56] O=C1CN(C(=O)CSc2nnc3ccccn23)c2ccccc2N1

compound no.	28	56
VLA-4 inh	-1	-2
CIT2 TOR yeast	98	101
RPL19A-GFP yeast	100	102
JMJD2C inh	9	-11
AGP1 TOR yeast	99	102
GRK2 inh	0	1
MEP2-GFP yeast	99	102
LAP4-GFP MLPCN	101	103
